# MITF act: activators of MITF-driven TRPM1 promoter reporter, primary screen, cell-based, SK-MEL-5, luciferase, single point; SK-MEL-5 TRPM1-promoter luciferase, 24 h; % of positive control, neutral wells = 0; activation, % at 12.5 µM; 300,000 compounds, 0.75% hits;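 active = mean activation of at least 80% with every replicate also reaching 80%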;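 note: 0% = neutral control wells and 100% = parthenolide positive control wells; values of inactives mirror those of a sister screen read the other way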
# CAL PDZ FP-1: CAL PDZ peptide-binding inhibitors, primary screen, biochemical, fluorescence polarization, Cer-tagged CAL PDZ, HTS | AID 504414, 2011 | 330,000 compounds, 0.02% hits | inhibition, % at 20 µM | purified CAL PDZ, TMR-peptide fluorescence polarization, 1 h;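 active = highest replicate inhibition of at least 40%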;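 note: plate controls were DMSO neutral control wells for no effect and unlabeled competitor peptide control wells for full effect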
#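 material = purified tagged CAL PDZ domain construct (CerCALP) | compound dosing = 20 µM, one dose | times = 1 h at RT | measured by = fluorescence polarization from S- and P-plane intensities, G-factor corrected | read-out = inhibition from polarization loss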
# V-ATPase pH: regulators of yeast V-ATPase proton pumping, primary screen, pHLuorin cytosolic pH fluorescence; S. cerevisiae; response, % at 10 µM; 350,000 compounds, 0.37% hits; in the data active = response mostly above about 7.3%, no sharp cut-off; inactive = mostly below about 5.4%; note: actives read high; inactives centre near 0; some compounds called inactive have numbers as strong as hits; reference of the scale not given here
# cardiac RTF act: cardiac RTF calcium sensitivity activators, primary screen, biochemical, IANBD-TnC fluorescence, EC20 calcium; Troponin I, cardiac muscle (Homo sapiens) + Troponin T, cardiac muscle (Homo sapiens) + …; IANBD-labeled TnC RTF fluorescence at EC20 calcium; 0% EC20 calcium, 100% full calcium; activation, % at 7.2 µM; 340,000 compounds, 0.24% hits;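 active = activation above the mean over all tested compounds plus 3 SD, cut at about 30% in these data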;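 note: rise in fluorescence read as greater calcium sensitivity of cardiac thin filaments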
# dFosB act: activators of delta FosB homodimer, primary screen, biochemical, fluorescence polarization, TAMRA-CDK5 oligo, single point; 340,000 compounds, 0.99% hits; activation, % at 25 µM; AID 493131, 2011; purified delta FosB; percent of positive-control signal above neutral wells;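 active = mean activation above about 17%, with every replicate also reaching it, limit read from the data, passing the limit was not always enough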;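 note: fluorescence polarization rise as delta FosB binds a TAMRA Cdk5 AP-1 oligo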
# Target sequence (P13346 whole entry, looked up): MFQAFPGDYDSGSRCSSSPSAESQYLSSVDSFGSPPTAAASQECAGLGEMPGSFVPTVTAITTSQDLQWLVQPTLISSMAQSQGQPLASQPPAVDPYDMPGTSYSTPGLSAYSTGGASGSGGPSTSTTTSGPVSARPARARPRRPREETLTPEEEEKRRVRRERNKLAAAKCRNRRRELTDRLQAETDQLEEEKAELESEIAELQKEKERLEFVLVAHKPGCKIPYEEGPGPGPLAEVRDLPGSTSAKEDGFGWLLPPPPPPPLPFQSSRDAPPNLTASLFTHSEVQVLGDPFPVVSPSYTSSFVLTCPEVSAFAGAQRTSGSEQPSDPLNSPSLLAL
# Tat export inh: E. coli Tat export inhibitors, primary screen, MC4100, TorA-mCherry reporter, fluorescence, single point | inhibition, % at 10 µM | 340,000 compounds, 0.036% hits | AID 488895, 2010;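 active = mean replicate inhibition at least 50% and at least half of replicates individually reaching 50%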;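 note: exported cargo escapes ClpAP degradation while cytoplasmic cargo is degraded and loses fluorescence; 0% = median of neutral control wells and 100% = median of NaSCN control wells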
# CAL PDZ FP-2: untagged CAL PDZ binding inhibitors, primary screen, biochemical, fluorescence polarization, HTS; Golgi-associated PDZ and coiled-coil motif-containing protein (Homo sapiens), Q9HD26; AID 602252, 2012; inhibition, % at 24.9 µM; 300,000 compounds, 0.92% hits; purified CAL PDZ, TMR-peptide fluorescence polarization, 1 h;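 active = mean inhibition of at least 30% with at least half of replicates also reaching 30%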;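 note: 0% = DMSO neutral control and 100% = excess unlabeled competitor peptide PRC23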
# Rtt109 HAT inh: inhibitors of C. albicans Rtt109/Vps75 HAT, primary screen, biochemical, ThioGlo CoA-SH fluorescence, plate reader; inhibition, % at 34.9 µM; Histone acetyltransferase RTT109 (Candida albicans (strain SC5314 / ATCC MYA-2876)), …; AID 540336, 2011; purified Rtt109/Vps75, 4 h; 330,000 compounds, 0.16% hits;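 active = inhibition of at least 50% in every replicate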
# CDK5 p35 inh: inhibitors of human CDK5/p35 kinase, primary screen, biochemical, single concentration | Cyclin-dependent kinase 5 (Homo sapiens) + Cyclin-dependent kinase 5 activator 1 (Homo … | Recombinant CDK5/p35, ADP-Glo luminescence, 60 min | inhibition, % at 10 µM | 330,000 compounds, 0.01% hits;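 active = highest replicate inhibition of at least 50% and at least 75% of replicates reaching 50%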;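 note: plate controls were DMSO neutral control for no effect and GW8510 at 10 µM for full effect; many of its hits are not listed in these tables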
# Target sequence (Q00535 whole entry, looked up): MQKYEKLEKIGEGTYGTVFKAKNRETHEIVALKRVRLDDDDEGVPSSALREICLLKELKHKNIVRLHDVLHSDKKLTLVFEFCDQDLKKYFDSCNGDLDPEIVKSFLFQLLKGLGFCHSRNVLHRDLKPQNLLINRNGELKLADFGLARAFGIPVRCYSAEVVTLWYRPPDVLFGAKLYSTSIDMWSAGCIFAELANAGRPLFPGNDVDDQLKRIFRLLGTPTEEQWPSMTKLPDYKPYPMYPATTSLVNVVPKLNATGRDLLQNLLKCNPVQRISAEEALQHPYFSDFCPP
# Target sequence (Q15078 whole entry, looked up): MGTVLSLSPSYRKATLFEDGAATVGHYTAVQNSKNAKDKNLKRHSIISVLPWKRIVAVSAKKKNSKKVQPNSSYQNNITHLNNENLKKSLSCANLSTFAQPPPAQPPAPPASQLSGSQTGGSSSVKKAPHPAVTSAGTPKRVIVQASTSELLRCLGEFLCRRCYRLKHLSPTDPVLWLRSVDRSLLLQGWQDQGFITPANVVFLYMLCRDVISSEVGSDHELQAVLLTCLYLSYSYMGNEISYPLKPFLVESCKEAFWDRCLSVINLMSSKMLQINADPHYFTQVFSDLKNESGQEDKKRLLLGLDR
# Wnt act: Wnt/beta-catenin pathway activators, primary screen, cell-based, plate reader, single point; 300,000 compounds, 1.2% hits; activation, % at 9.35 µM; AID 743398, 2014; Wnt/beta-catenin reporter cell assay, activator; in the data active = activation above about 30%, passing the limit was not always enough;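 note: 0% = neutral control wells and 100% = positive control wells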
# Active calls of the source: *; / = no result given.
MITF act	CAL PDZ FP-1	V-ATPase pH	cardiac RTF act	dFosB act	Tat export inh	CAL PDZ FP-2	Rtt109 HAT inh	CDK5 p35 inh	Wnt act	mol
-9	-1.3	-1	3	-6	-3	/	-7	0.1	2	NS(=O)(=O)c1ccc(CCNC(=O)Cn2c(=O)c3cccn3c3cccnc32)cc1
7	-3.2	1	5	-5	3	-1	5	-0.2	/	O=[N+]([O-])c1ccc2[nH]nc(-c3ccccc3)c2c1
-10	-1.6	2	-1	-1	0	-2	4	-0.9	-1	O=C(COc1cccc2ccccc12)NNC(=O)CSCCO
/	-0.2	-1	4	1	-4	-8	9	0.1	-3	CSc1ccc(CNc2ccccn2)cc1
1	-0.6	1	0	-11	20	-2	-4	0.9	-6	CCc1ccc(C(=O)N2CCN(c3ccc(NC(=O)c4ccco4)cc3)CC2)cc1
-9	-0.2	2	-3	-7	3	-4	0	-3.2	1	Cc1cc(C)cc(OCCNC(=O)C2CCN(S(=O)(=O)c3ccccc3)CC2)c1
/	-1.1	/	3	-3	8	-2	2	0.4	-10	CCc1c(C(=O)Nc2cc(C)ccc2OC)[nH]c(C)c1C(C)=O
-11	-0.4	-5	1	-1	8	1	-2	1.1	1	CCn1cc(C(=O)NCCCOC)c(=O)c2cc(S(=O)(=O)N3CCCC3)ccc21

# Entries of single compounds, looked up by structure. Order of values: MITF act, CAL PDZ FP-1, V-ATPase pH, cardiac RTF act, dFosB act, Tat export inh, CAL PDZ FP-2, Rtt109 HAT inh, CDK5 p35 inh, Wnt act
# CCc1ccc(C(=O)N2CCN(c3ccc(NC(=O)c4ccco4)cc3)CC2)cc1 as listed: 1, -0.6, 1, 0, -11, 20, -2, -4, 0.9, -6
# CCn1cc(C(=O)NCCCOC)c(=O)c2cc(S(=O)(=O)N3CCCC3)ccc21 as listed: -11, -0.4, -5, 1, -1, 8, 1, -2, 1.1, 1
# O=[N+]([O-])c1ccc2[nH]nc(-c3ccccc3)c2c1 as listed: 7, -3.2, 1, 5, -5, 3, -1, 5, -0.2, /
# NS(=O)(=O)c1ccc(CCNC(=O)Cn2c(=O)c3cccn3c3cccnc32)cc1 as listed: -9, -1.3, -1, 3, -6, -3, /, -7, 0.1, 2
# CSc1ccc(CNc2ccccn2)cc1 as listed: /, -0.2, -1, 4, 1, -4, -8, 9, 0.1, -3

# Looked up above:
# NS(=O)(=O)c1ccc(CCNC(=O)Cn2c(=O)c3cccn3c3cccnc32)cc1 @ CDK5 p35 inh = 0.1
# Cc1cc(C)cc(OCCNC(=O)C2CCN(S(=O)(=O)c3ccccc3)CC2)c1 @ Wnt act = 1
# CCc1ccc(C(=O)N2CCN(c3ccc(NC(=O)c4ccco4)cc3)CC2)cc1 @ CAL PDZ FP-2 = -2
# O=[N+]([O-])c1ccc2[nH]nc(-c3ccccc3)c2c1 @ V-ATPase pH = 1

# The list continues.
MITF act	CAL PDZ FP-1	V-ATPase pH	cardiac RTF act	dFosB act	Tat export inh	CAL PDZ FP-2	Rtt109 HAT inh	CDK5 p35 inh	Wnt act	mol
-1	-0.3	-1	5	2	3	0	1	2.0	/	CCOc1cc(NC(=S)NCCCN2CCOCC2)c(OCC)cc1NC(=O)C(C)C
-9	-0.5	-4	-1	-6	-1	-1	-7	0.3	-3	CCN1C(=O)/C(=C/c2ccc(OC)c(OC)c2)N=C1SCC(=O)NCc1ccco1
-2	-2.3	2	5	2	16	-1	2	-0.4	-1	CCC(C)[C@H]1COCCS(=O)(=O)N1Cc1ccc(Br)cc1 (stereo not given in full)
-4	-1.1	3	-2	-2	2	-2	1	-1.9	0	CCCCC(=O)Nc1cccc2c1C(=O)N(c1ccccc1)C2=O
/	-0.8	0	-6	-1	-12	-4	-3	-0.9	0	Cc1ccc(S(=O)(=O)CCC(O)c2ccc(Cl)cc2)cc1 (stereo not given)
-13	-2.2	6	-11	6	0	-1	-5	-1.1	6	Cc1ccc(Cn2nnc3c(=O)n(CC(=O)NCc4ccc5c(c4)OCO5)cnc32)cc1
-1	-0.6	0	-3	-8	11	-1	13	0.6	10	CC(C)(C)OC(=O)CNC(=O)c1[nH]cnc1C(=O)N[C@@H](CCCCNC(=O)OC(C)(C)C)C(=O)OC(C)(C)C
3	-3.0	1	0	2	-2	-2	5	1.3	3	O=C(NCCSCc1ccccc1)c1ccccc1
-10	-0.2	5	4	-10	-2	1	-4	-1.3	-8	Cc1ccc(NC2=CC(=O)CC(c3ccccc3)C2)cc1 (stereo not given)
7	-0.5	1	-2	15	-3	5	11	-1.0	/	Cc1cc(C(=O)OCC(=O)c2ccc3c(c2)NC(=O)CO3)c2ccccc2n1
-2	0.1	2	0	-13	-2	-5	-18	-0.4	/	COc1ccnc(Oc2ccc(F)cc2)c1C(=O)N/C=N/OCc1ccc(F)cc1
/	-3.9	-1	2	-5	-1	-1	18	0.3	/	CCOC(=O)CSc1nnc(CNc2cccc(Cl)c2)n1-c1ccccc1
4	-0.6	1	0	8	1	-1	5	-0.6	/	O=[N+]([O-])c1ccc(NC(=S)N2CCN(c3ccc(F)cc3)CC2)cc1
-17	-1.4	3	-6	-23	27	/	12	0.0	-1	CC(C)Cc1nc(N2CCN(C(=O)c3ccco3)CC2)c(C#N)c2c1CCCC2
-12	0.4	6	11	2	3	1	-3	1.3	-3	COc1cccc(C(=O)Nn2c(C)nnc2-n2nc(C)cc2C)c1
-1	-0.4	-2	-5	1	-6	/	-5	-0.6	-1	CC(=O)c1nc2ccccc2n1CCc1ccccc1
-3	0.2	-2	0	-2	0	/	-11	2.1	/	CCCCCC#CCN1CCN(C23CC4CC(CC(C4)C2)C3)CC1
-8	-1.6	-2	0	1	3	-8	-4	0.5	1	Cc1c(C(=O)Nc2cccc(S(=O)(=O)N3CCOCC3)c2)oc2ccccc12
-9	0.9	-1	7	1	-3	-2	-3	-0.3	/	CCCN1CCC2(CC1)NC(C(=O)O)Cc1c2[nH]c2ccccc12 (stereo not given)
-6	-0.7	-1	-4	-1	-5	4	-21	0.0	-2	COC(=O)COc1ccc(S(=O)(=O)Nc2cc([N+](=O)[O-])ccc2C)cc1
1	-0.1	2	11	-4	-2	4	-5	-3.8	13	COc1ccccc1OCCn1cc(C(=O)O)c2ccccc21
18	-1.4	6	-5	2	-7	1	12	-0.1	4	CC(=O)c1c(C)[nH]c(C(=O)NCCc2c[nH]c3ccccc23)c1C
-40	-2.0	0	-3	113*	-4	0	7	/	-4	COc1ccc(OC)c(CNC(=O)Cn2nc(C)c3c(C)n(-c4ccc(C)cc4)nc3c2=O)c1
-10	-1.8	-2	0	-11	-5	-1	1	-0.6	2	O=C(CCNS(=O)(=O)c1ccccc1C(F)(F)F)N1CCN(S(=O)(=O)c2cccc(F)c2)CC1
-9	-0.1	1	0	-9	-5	-2	7	0.1	-5	Cc1ccc(NCc2nnc(SCC(=O)NCc3ccco3)n2CC2CCCO2)c(C)c1 (stereo not given)
-55	-2.2	-2	-5	-24	1	-2	5	0.9	/	COc1ccc(C(=O)N/N=C(\c2ccccc2)c2ccccn2)cc1
0	-1.6	4	2	2	3	-2	2	0.4	-1	Cc1ccc2[nH]c3c(c2c1)CCCC3C(N)=O (stereo not given)
2	0.3	-1	-1	8	1	-4	-7	1.6	0	CC(CN1CCN(C)CC1)OC(=O)c1ccc(F)cc1 (stereo not given)
9	-0.3	-2	5	-2	-8	0	-4	-0.1	6	O=C(C[C@H]1C/C=C\CCC(=O)OC[C@H]2CCCN2C1=O)NCCO
34	-0.6	3	-2	-2	-7	-1	-6	-0.3	15	CSc1nc2ncc(-c3ccsc3)c(N)n2n1
-5	-1.0	2	-3	-6	7	-3	0	-1.8	-1	COc1ccc(-c2[nH]ncc2CN2CCN(c3ccccn3)CC2)c(OC)c1
29	-0.2	-2	-4	8	1	-3	-5	0.2	29	Cc1ccc(C)c(N2CCN(c3cnn(-c4nc5ccccc5s4)c(=O)c3Cl)CC2)c1
-1	0.0	-4	4	5	1	3	4	2.2	-2	CCOC(=O)C1(C)NC(c2cccs2)C2C(=O)N(c3ccccc3)C(=O)C21 (stereo not given)
-3	-0.3	0	0	4	0	-3	2	1.3	2	O=C(Cc1ccccc1)N1CCN(c2ccc([N+](=O)[O-])cc2)CC1
-3	-0.7	-4	1	-2	5	-3	0	1.1	-1	C=CCSCC1Nc2cc(Cl)c(S(N)(=O)=O)cc2S(=O)(=O)N1 (stereo not given)
-7	-2.7	11*	2	-14	-6	1	3	-1.3	-3	CCC1(CC)NC(=O)N(CC(=O)OC(C)C(=O)Nc2cc([N+](=O)[O-])ccc2OC)C1=O (stereo not given)
-7	-0.6	-1	-1	5	2	/	7	0.3	1	CCOCCCn1c(=S)[nH]c2cc(C(=O)NCCOC)ccc2c1=O
4	-0.2	-3	11	-10	-4	3	-1	-3.6	-1	Cc1ccccc1OCC(O)Cn1c(NCCN(C)C)nc2c1c(=O)n(C)c(=O)n2C (stereo not given)
9	-1.8	-4	-6	-9	6	-6	13	-1.0	1	CN(CC(=O)Nc1cccc(F)c1)C(=O)c1ccccc1Cc1ccccc1
/	-2.8	-1	0	-5	6	-3	10	-0.5	-6	CCOC(=O)c1cn(CC(=O)Nc2ccc(C(C)C)cc2)nn1
4	-0.8	-1	5	-10	-12	/	0	-0.6	1	Cc1nnc(-c2cccc(C(F)(F)F)c2)nc1N1CCOCC1
-3	-0.1	2	18	-6	-6	19	0	2.5	0	COc1cccc(N=C2NC(=O)/C(=C/c3cc([N+](=O)[O-])ccc3O)S2)c1
-7	-1.2	3	2	-8	8	/	3	-4.2	/	O=C(O)CC(Cn1[nH]nnc1=S)c1ccccc1 (stereo not given)
0	0.3	-1	4	-1	19	-2	15	-3.5	-2	Cc1cnc(CN(C)C(=O)C2CCC(=O)N(CCc3ccccc3)C2)[nH]1 (stereo not given)

# Compound activity (PubChem BioAssay)
